Screening results: PubChem BioAssay, National Center for Advancing Translational Sciences (NCATS)
FEN1 inh – blocks human flap endonuclease 1. P39748. Recombinant FEN1 flap cleavage, fluorescence, 15 min. Potency, µM (doses to about 114 µM), for inactives: at the highest dose activity change, negative = inhibition, most hits filed as inhibitors. actives 0.35% (n = 390,000). AID 588795; further: nearly all actives have a fitted effect of over 65% in size
Target sequence (P39748 whole entry, looked up): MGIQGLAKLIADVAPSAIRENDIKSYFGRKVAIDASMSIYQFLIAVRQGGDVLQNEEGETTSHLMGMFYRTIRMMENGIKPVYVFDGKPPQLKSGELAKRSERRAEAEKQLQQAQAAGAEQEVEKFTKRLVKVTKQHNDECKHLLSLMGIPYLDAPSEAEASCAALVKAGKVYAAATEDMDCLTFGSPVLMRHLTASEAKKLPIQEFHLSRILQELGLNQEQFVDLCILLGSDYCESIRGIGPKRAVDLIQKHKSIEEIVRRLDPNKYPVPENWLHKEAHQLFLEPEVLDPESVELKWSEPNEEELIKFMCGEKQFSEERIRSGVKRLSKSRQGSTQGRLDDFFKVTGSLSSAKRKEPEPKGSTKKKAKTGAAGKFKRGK
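FEN1 at 10 nM, compound pretreatment for 15 min (room temperature), 50 nM final substrate to initiate; endpoint reads at 0 and 15 min; DMSO-only plates used as vehicle background.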
TDP1 block – inhibitors of human tyrosyl-DNA phosphodiesterase TDP1; Q9NUW8; recombinant TDP1, AlphaScreen DNA substrate cleavage; Potency, µM (titrated, usually from 130 µM), for inactives: at the top dose activity change, negative = inhibition, most hits filed as inhibitors; actives 0.28% (n = 350,000); AID 485290; further: nearly all actives have a fitted effect of over 40% in size
Target sequence (Q9NUW8 whole entry, looked up): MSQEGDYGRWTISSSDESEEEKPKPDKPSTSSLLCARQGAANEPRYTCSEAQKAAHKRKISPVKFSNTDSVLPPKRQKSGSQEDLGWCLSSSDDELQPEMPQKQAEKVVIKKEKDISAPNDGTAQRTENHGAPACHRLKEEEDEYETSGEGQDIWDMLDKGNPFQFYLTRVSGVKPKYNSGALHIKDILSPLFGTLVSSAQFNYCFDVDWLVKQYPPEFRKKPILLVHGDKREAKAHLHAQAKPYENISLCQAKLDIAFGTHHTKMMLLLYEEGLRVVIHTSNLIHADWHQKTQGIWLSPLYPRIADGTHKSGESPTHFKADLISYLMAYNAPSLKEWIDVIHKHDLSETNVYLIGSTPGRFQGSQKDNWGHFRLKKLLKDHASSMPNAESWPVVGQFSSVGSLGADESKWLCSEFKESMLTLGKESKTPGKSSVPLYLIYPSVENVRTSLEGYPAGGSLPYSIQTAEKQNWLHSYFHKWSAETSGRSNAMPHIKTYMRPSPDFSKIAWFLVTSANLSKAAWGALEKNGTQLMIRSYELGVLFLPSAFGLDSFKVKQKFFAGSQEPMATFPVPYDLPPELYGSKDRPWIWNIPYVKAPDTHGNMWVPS
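E. coli-derived human Tdp1, 1 nM final. Cpd preinc 15 min RT; substrate 15 nM final, 5 min RT; AS bead mix 10 ug/ml final, 10 min RT. Signal loss = tyrosine-FITC cleavage. No-enzyme wells = max signal.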
N370S GC mod – N370S glucocerebrosidase modulation, Gaucher chaperone candidate | P04062 | actives 0.092% (n = 330,000) | N370S GC spleen homogenate, 4MU-glucoside fluorescence | Potency, µM (top dose mostly 59.4 µM), inactives show at the top dose activity change, negative = inhibition, hits mostly inhibitors;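 further: 0% = full enzyme activity and -100% = no enzyme basal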
* = called active by the depositor; u = inconclusive; x = not tested or not shown; & = joins results of further samples; [ ] = remark or other dose. The call rests on the fitted dose curve; in most records, active means well fitted curve in the direction sought with a large enough effect; inconclusive means small, poorly fitted or top-dose-only effect, or another doubt; inactive means no such curve, though single readings can be large; an effect the other way counts as inactive or inconclusive. Unless noted, on the % scale 0 is the no-effect control and ±100 the full control effect; potency means the concentration at half of the fitted maximal effect.

SMILES	FEN1 inh	TDP1 block	N370S GC mod
CCCN(CCC)CCCNC(=S)Nc1ccc2nc(N3CCCC3)cc(C)c2c1	-18.1%	5.3%	-4.2%
COc1ccc2c3c([nH]c2c1)C1CC2C(CC(O)C(OC)C2C(=O)O)CN1CC3 (stereo not given)	7.5%	6.2%	0.6%
C=CCn1cnc2c(c1=O)c1nc3ccccc3nc1n2-c1ccc(C)cc1	x	2.2%	4.1%
CN1C(=O)C(O)(CC(=O)/C=C/c2ccco2)c2ccccc21 (stereo not given)	-0.6%	0.0%	-3.4%
COc1cccc(NC(=S)N2CCC(Cc3ccccc3)CC2)c1	-28.0%	3.2%	2.1%
CCOc1c(Br)cc(C2NS(=O)(=O)N=C3CCCCCN32)cc1OC (stereo not given)	10.5%	2.0%	-1.4%
CC(=O)NC(CC(=O)O)C(=O)NC(CCC(=O)O)C(=O)O (stereo not given)	x	5.4%	14.8%
CCOc1ccc(C2CC(=O)Nc3c2c(=O)[nH]c2ncnn32)cc1 (stereo not given)	0.8%	1.9%	x
O=C(CSc1nc2ccccc2[nH]1)c1c[nH]c2ccccc12	5.0%	3.6%	7.6%
COc1ccc(CCNC(=O)C(=O)NCC2CCCN2S(=O)(=O)c2ccc(OC)cc2)cc1 (stereo not given)	0.7%	x	-1.4%
CC(=O)Nc1ccc(NC(=S)NC(=O)/C=C/c2ccco2)cc1	50.1µM*	x	-16.8%
COC(=O)c1sccc1NC(=O)Cc1ccc(OC)c(OC)c1	-7.6%	-2.8%	2.8%
Nc1c(N(CCO)C(=O)C2CCCCC2)c(=O)[nH]c(=O)n1Cc1ccccc1	15.9%	-3.7%	u
CC(C)c1ccc(O)c(N)c1	-9.2%	11.4%	-0.3%
CCn1c(SCC(=O)N(C)C)nc2cc(S(=O)(=O)N3CCCCC3)ccc21	-3.6%	5.4%	-9.9%

Single records, from the list above.
Shown for `COc1cccc(NC(=S)N2CCC(Cc3ccccc3)CC2)c1` : FEN1 inh = -28.0%; TDP1 block = 3.2%; N370S GC mod = 2.1%
Shown for `CCCN(CCC)CCCNC(=S)Nc1ccc2nc(N3CCCC3)cc(C)c2c1` : FEN1 inh = -18.1%; TDP1 block = 5.3%; N370S GC mod = -4.2%

Six entries from above in a different format:
FEN1 inh | TDP1 block | N370S GC mod | smiles
0.8% | 1.9% | x | CCOc1ccc(C2CC(=O)Nc3c2c(=O)[nH]c2ncnn32)cc1 (stereo not given)
0.7% | x | -1.4% | COc1ccc(CCNC(=O)C(=O)NCC2CCCN2S(=O)(=O)c2ccc(OC)cc2)cc1 (stereo not given)
-9.2% | 11.4% | -0.3% | CC(C)c1ccc(O)c(N)c1
-3.6% | 5.4% | -9.9% | CCn1c(SCC(=O)N(C)C)nc2cc(S(=O)(=O)N3CCCCC3)ccc21
7.5% | 6.2% | 0.6% | COc1ccc2c3c([nH]c2c1)C1CC2C(CC(O)C(OC)C2C(=O)O)CN1CC3 (stereo not given)
-28.0% | 3.2% | 2.1% | COc1cccc(NC(=S)N2CCC(Cc3ccccc3)CC2)c1

Next results.
SMILES	FEN1 inh	TDP1 block	N370S GC mod
O=C(Cc1cccs1)NCc1ccc(F)cc1	0.0%	7.2%	-8.5%
CC(C)C(NC(=O)c1ccc(F)cc1)C(=O)NCC1CCCO1 (stereo not given)	0.8%	2.9%	0.9%
COc1ccc(-c2nnc(-c3ccccc3O)o2)cc1	2.2%	x	3.9%
COc1ccc(/C=C/CN2CCN(CC(C)C)C(CCO)C2)cc1 (stereo not given)	-4.0%	-3.0%	-7.2%
CCCN(C(=O)c1cc(S(=O)(=O)N2CCc3ccccc32)cn1C)c1ccc(OCC)cc1	2.8%	-1.3%	x
O=C(c1ccccc1NS(=O)(=O)c1ccc(Cl)cc1)N1CCc2ccccc21	-9.0%	-2.8%	8.0%
COc1cccc(/C=N/NC(=O)CNC(=O)c2ccco2)c1O	-8.3%	7.1%	-5.6%
CC(=O)OCC(=O)[C@@]1(O)[C@H](OC(C)=O)C[C@H]2[C@@H]3CCC4=CC(=O)C=C[C@]4(C)[C@@]3(F)[C@@H](O)C[C@@]21C	x	5.1%	8.9%
COCCN1C(=O)N[C@@H](c2ccco2)C(C(=O)OC)=C1C	-17.9%	-4.9%[21 µM]	6.1%[12.8 µM]
Cc1ccc(S(=O)(=O)CCC(=O)OCCOc2cccc(Br)c2)cc1	-21.1%	-6.3%	x
COc1ccc(-c2cc(-c3ccccc3)nc(NN)n2)cc1OC	-25.2%	7.5%	-5.0%
Cc1ccccc1OCCC(=O)OCC(=O)Nc1ccc(N2CCOCC2)cc1	2.8%	0.9%	-20.2%
COc1ccccc1NS(=O)(=O)c1cc(NC(=O)Cc2n[nH]c(=O)c3ccccc23)ccc1Cl	-3.2%	4.1%	x
O=C(c1ccc(F)cc1)N1CCC(C(=O)N2CCN(S(=O)(=O)c3ccccc3Br)CC2)CC1	13.7%	0.0%	-16.3%
Cc1noc(C)c1S(=O)(=O)Nc1ccc(C(=O)NCCc2ccccc2)cc1	-0.6%	3.9%	-4.8%
O=C(Cn1cnc2c(nnn2Cc2ccccc2F)c1=O)N1CCN(c2ccccc2)CC1	-2.8%	1.7%	-3.0%
COc1cc2c(C)nc3onc(-c4ccccc4)c3c2cc1OC	4.4%	-2.3%	8.6%
Cc1cccc(S(=O)(=O)NNC(=O)Cc2cccn2C)c1	5.9%	0.0%	-2.0%
Cc1cc(-c2nnc(SCC(=O)Nc3ccc(F)cc3)n2N)n[nH]1	7.3%	2.4%	0.0%
CC1=C(C(=O)OCCOC(C)C)C(c2cccnc2)C2=C(CCCC2=O)N1 (stereo not given)	-10.3%	3.8%	9.3%
COc1cc(OC)nc(Oc2ccccc2C(=O)Oc2ccc(F)cc2Cl)n1	-18.9%	-8.6%	6.1%
NC(=O)CC(NC(=O)Cc1ccc(Br)cc1)c1ccc(N2CCC(N3CCCC3)CC2)c([N+](=O)[O-])c1 (stereo not given)	10.0%	x	1.3%
COC(=O)c1ccccc1S(=O)(=O)N1CCC(C(=O)OC(C)C(=O)Nc2ccc(NC(C)=O)cc2)CC1 (stereo not given)	-6.4%	2.7%	-5.0%
O=C(CCCN1C(=O)/C(=C/c2ccccc2)SC1=S)Nc1ccccc1O	3.4%	3.7%	-1.9%
COc1ccc(N2CCN(C(CNC(=O)C(=O)NC3CC3)c3ccco3)CC2)cc1 (stereo not given)	4.9%	0.4%	0.2%
CC(C)NC(=O)c1cc(-c2ccc(Br)cc2)on1	-6.7%	1.9%	-1.1%
Cc1ccc(NC(=S)N2CCC(N(C)CC3CCCO3)CC2)cc1C (stereo not given)	4.2%	5.3%	-1.2%
Cc1cccc(C)c1N(C(=O)c1ccco1)C(C(=O)NC1CCCC1)c1ccncc1 (stereo not given)	27.0%	-8.3%	-3.7%
CCOc1cc2[nH]c(=S)n(CCCC(=O)NCc3ccco3)c(=O)c2cc1OCC	0.7%	2.1%	2.2%
COc1cccc(C(=O)NC(=S)Nc2ccc(Cl)cc2C(=O)O)c1	10.4%	-1.2%	-2.3%
Cc1ccc(N(CC(=O)Nc2ccc(OC(F)(F)F)cc2)S(=O)(=O)c2c(C)noc2C)cc1	5.6%	0.0%	x
O=C(CCCC(=O)c1ccc(O)cc1)c1ccc(O)cc1	11.7%	1.9%	-15.1%
O=C(Cc1ccccc1)N1CCN(c2ccccc2F)CC1	2.6%	2.4%	2.0%
CN(C)C(=O)c1nc2ccccc2s1	6.4%	2.7%	2.3%
COc1ccc(C(=O)NC(=S)Nc2cccnc2)cc1OC	-0.2%	-2.4%	5.2%
COc1ccc(NC(=O)c2cc(F)cc(F)c2)cc1S(=O)(=O)N1CCCCC1	-20.2%	0.8%	x
COc1ccc(OC)c(CCNC(=O)CN2C(=O)COc3ccc(S(=O)(=O)N4CCOCC4)cc32)c1	-6.5%	4.6%	-15.3%
O=S(=O)(c1cnccc1N1CCN(CCO)CC1)N1CCCCC1	4.6%	0.1%	-18.3%
Cc1ccc(OCC(=O)c2cc(C)n(C3CC3)c2C)c([N+](=O)[O-])n1	-2.6%	-7.9%	3.7%
COc1ccc(NC(=O)CSc2c(C(C)C)cnc3c2c(=O)n(C)c(=O)n3C)c(OC)c1	15.7%	0.0%	x
O=C(c1cc(-c2ccc3c(c2)OCO3)on1)N1CCCCC1	17.9%	3.6%	0.6%
O=c1cc(-c2ccc(O)cc2)oc2cc(O)c([C@@H]3O[C@H](CO)[C@@H](O)[C@H](O)[C@H]3O)c(O)c12	-6.5%	7.6%&22.6%	-6.7%
CN(C)NC1CC(=O)N(c2ccccc2)C1=O (stereo not given)	1.4%	8.3%	-9.3%
O=C(CSc1ccc(-c2cccs2)nn1)Nc1ccccc1	-3.9%&-6.7%	2.5%&0.0%	u
O=C(CN(Cc1ccco1)C(=O)CNS(=O)(=O)c1ccccc1)NCc1ccc(F)cc1	-3.4%	2.4%	-1.1%

Some values from the entries so far:
TDP1 block with COc1ccc(OC)c(CCNC(=O)CN2C(=O)COc3ccc(S(=O)(=O)N4CCOCC4)cc32)c1 stands at 4.6%
FEN1 inh with COc1ccc(C(=O)NC(=S)Nc2cccnc2)cc1OC stands at -0.2%
TDP1 block with O=C(CCCC(=O)c1ccc(O)cc1)c1ccc(O)cc1 stands at 1.9%
N370S GC mod with O=C(c1cc(-c2ccc3c(c2)OCO3)on1)N1CCCCC1 stands at 0.6%
N370S GC mod with CN(C)NC1CC(=O)N(c2ccccc2)C1=O (stereo not given) stands at -9.3%

An excerpt of these results, with the structure last.
FEN1 inh | TDP1 block | N370S GC mod | mol
1.4% | 8.3% | -9.3% | CN(C)NC1CC(=O)N(c2ccccc2)C1=O (stereo not given)
17.9% | 3.6% | 0.6% | O=C(c1cc(-c2ccc3c(c2)OCO3)on1)N1CCCCC1

Going on with the list:
SMILES	FEN1 inh	TDP1 block	N370S GC mod
O=C(Cc1ccc(Br)cc1)Nc1cccc(-c2cn3c(n2)SCC3)c1	-5.8%	5.8%	-6.8%
COc1ccc(NC(=O)c2ccccc2NC(=O)CSc2ccc(C)cc2)cc1	-1.7%	-3.2%	-7.3%
O=C(COc1ccc2ccccc2c1)NCCNC(=O)COc1ccc2ccccc2c1	-0.8%	2.2%	-5.9%
CC(C)(C)NC(=O)COC(=O)/C=C/c1ccccc1[N+](=O)[O-]	6.0%	3.4%	10.7%
O=C(CNC(=O)Cc1ccccc1)NCC(=O)OCC(=O)c1ccc(Cl)cc1	-3.4%	5.3%	-0.9%
CCCCC(=O)Nc1c2c(nn1-c1ccc(C)cc1)CS(=O)(=O)C2	-3.0%	x	5.5%
CC1CCCCN1c1ncnc(N)c1[N+](=O)[O-] (stereo not given)	-8.7%	4.8%	-8.6%
Cc1ccc(Nc2cc(=O)n(C3CCCCC3)c(=O)[nH]2)cc1C	2.6%	2.1%	-8.3%
CC(C)C(=O)Nc1ccc(N2CCN(S(C)(=O)=O)CC2)cc1	12.5%	0.0%	4.1%
CCC(C)NCCCCOc1cc(C)cc(C(C)C)c1 (stereo not given)	6.4%	3.2%	19.9%
Cc1ccc(NC(=O)COC(=O)CC2CCCC2)cc1F	-17.9%	-7.1%	x
CCCCc1cc(=O)oc2c(CN3CCCC3)c(O)ccc12	0.9%	6.2%	u
COc1ccc(/C=N/NC(=O)c2nc(-c3ccccc3)n(-c3ccccc3)n2)c(O)c1	2.2%	8.0%	1.3%
COc1ccc(N2C(=O)CC(N3CCC(C(N)=O)CC3)C2=O)cc1 (stereo not given)	-6.8%	5.2%	u
COc1ccc(N(C(=O)c2snc(C(N)=O)c2N)C(C(=O)NCc2ccccc2)c2ccc(O)cc2)cc1 (stereo not given)	-7.0%	11.1%	-17.0%
CNC(=O)Nc1cccc(C(F)(F)F)c1	-4.6%	-4.9%	9.0%
